Screening results from PubChem BioAssay.
hERG protect = compounds protecting human hERG from proarrhythmic drug block; activation (rescue from dofetilide block), less the hit threshold, % at 10 µM; 310,000 tested, 0.51% active; CHO-hERG, FluxOR thallium flux, dofetilide IC70 present;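 active = activation above the mean of controls blocked by dofetilide plus 5 SD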;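 also: thallium influx through hERG after potassium depolarization seen as dye fluorescence rise; in these data hits start at about 4.7%; inactives centre near -7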
Dyrk1A ADPGlo = blocks rat Dyrk1A kinase activity; inhibition, % at 12.5 µM; Q63470; AID 504441; ADP-Glo luminescence, NFATc1 peptide; 310,000 tested, 0.43% active; in the data active = inhibition above about 50%;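 also: plate controls were vehicle with enzyme for no effect and no enzyme for full effect; many of its hits are not listed in these tables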
TRPC4 PAM = allosterically enhances the mouse TRPC4 cation channel | Q9QUQ5 | HEK293 TRPC4beta/mu-opioid, DAMGO EC20, Fluo-4 Ca2+ flux; active compounds read high | B-score at 10 µM | 310,000 tested, 0.42% active | AID 2227;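 active = B-score of calcium response area above 5 SD of library B-scores, with initial fluorescence ratio within 5 SD of library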;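 also: B-score of integrated fluorescence ratio over time as area under calcium response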
HDAC3 inh = human HDAC3 inhibition; O15379; recombinant HDAC3, fluorogenic peptide/trypsin coupled, fluorescence; inhibition, % at 8.3 µM; 320,000 tested, 0.15% active; AID 2718; in the data active = inhibition above about 26%, passing the limit was not always enough
TRPC4 act = activators of mouse TRPC4 channel; B-score at 10 µM; Q9QUQ5; 310,000 tested, 0.49% active; HEK293 TRPC4beta/mu-opioid, Fluo4 calcium fluorescence; active compounds read high;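 active = B-score above 5 SD of library B-scores, and initial fluorescence ratio not above library mean plus 5 SD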;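 also: positive B-score marks a calcium rise read as TRPC4 activation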
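Assay system: HEK293 stable line with TRPC4beta plus mu-opioid receptor. Times: dye 45 min RT, read 110 s. Measured by: kinetic Fluo4 calcium fluorescence. Measure: B score of integrated ratio. Controls: assay buffer as low control, maximal DAMGO as high control.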
KCNK3 inh = human KCNK3 channel inhibition, primary screen | O14649 | B-score at 10 µM | CHO-KCNK3 thallium flux, FluxOR fluorescence; active compounds read low | 340,000 tested, 0.84% active;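 active = B-score under library mean minus 4 SD, starting fluorescence ratio at most library mean plus 5 SD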;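 also: more negative B-score means stronger inhibition of thallium flux through KCNK3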
KCNQ1 act = potentiators or activators of human KCNQ1 potassium channel; P51787; CHO-K1 KCNQ1, thallium flux FluxOR fluorescence; active compounds read high; B-score at 10 µM; 310,000 tested, 0.35% active; AID 2648;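 active = fluorescence ratio B-score, a plate-corrected score, at least three library SD, with initial intensity B-score within 5 SD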
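Doses: Single concentration per compound, DMSO matched to controls | Test system: KCNQ1-transfected CHO-K1 cells | Timing: 90 min dye loading and 20 min compound exposure, both at room temperature | Measured by: Kinetic FluxOR thallium fluorescence, 10-s 1-Hz baseline, 110-s post-stimulus read | Medium: Assay buffer with matched DMSO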
KCNK9 inh = blocks the human KCNK9 two-pore domain potassium channel. B-score at 10 µM. HEK293 KCNK9, FluxOR thallium flux fluorescence; active compounds read low. 310,000 tested, 1.2% active;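 active = ratio B-score over 3 SD below the library mean, with starting fluorescence within 5 SD of its mean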;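 also: negative B-score means less thallium flux so channel inhibition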
TMEM16A act = mouse TMEM16A channel activation, primary screen. 340,000 tested, 0.3% active. HEK293 TMEM16A/YFP-H148Q/I152L, iodide quench fluorescence; active compounds read low. Q8BHY3. B-score at 10 µM;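 active = fluorescence-ratio B-score plate-corrected deviation score at least 3 library SD below zero, with starting fluorescence score within 5 deviations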;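 also: channel opened by trigger with iodide after compound preincubation; score built on the fluorescence ratio of max minus min over baseline; more negative score means more quench and so TMEM16A activation or potentiation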
Target sequence (Q8BHY3 whole entry, looked up): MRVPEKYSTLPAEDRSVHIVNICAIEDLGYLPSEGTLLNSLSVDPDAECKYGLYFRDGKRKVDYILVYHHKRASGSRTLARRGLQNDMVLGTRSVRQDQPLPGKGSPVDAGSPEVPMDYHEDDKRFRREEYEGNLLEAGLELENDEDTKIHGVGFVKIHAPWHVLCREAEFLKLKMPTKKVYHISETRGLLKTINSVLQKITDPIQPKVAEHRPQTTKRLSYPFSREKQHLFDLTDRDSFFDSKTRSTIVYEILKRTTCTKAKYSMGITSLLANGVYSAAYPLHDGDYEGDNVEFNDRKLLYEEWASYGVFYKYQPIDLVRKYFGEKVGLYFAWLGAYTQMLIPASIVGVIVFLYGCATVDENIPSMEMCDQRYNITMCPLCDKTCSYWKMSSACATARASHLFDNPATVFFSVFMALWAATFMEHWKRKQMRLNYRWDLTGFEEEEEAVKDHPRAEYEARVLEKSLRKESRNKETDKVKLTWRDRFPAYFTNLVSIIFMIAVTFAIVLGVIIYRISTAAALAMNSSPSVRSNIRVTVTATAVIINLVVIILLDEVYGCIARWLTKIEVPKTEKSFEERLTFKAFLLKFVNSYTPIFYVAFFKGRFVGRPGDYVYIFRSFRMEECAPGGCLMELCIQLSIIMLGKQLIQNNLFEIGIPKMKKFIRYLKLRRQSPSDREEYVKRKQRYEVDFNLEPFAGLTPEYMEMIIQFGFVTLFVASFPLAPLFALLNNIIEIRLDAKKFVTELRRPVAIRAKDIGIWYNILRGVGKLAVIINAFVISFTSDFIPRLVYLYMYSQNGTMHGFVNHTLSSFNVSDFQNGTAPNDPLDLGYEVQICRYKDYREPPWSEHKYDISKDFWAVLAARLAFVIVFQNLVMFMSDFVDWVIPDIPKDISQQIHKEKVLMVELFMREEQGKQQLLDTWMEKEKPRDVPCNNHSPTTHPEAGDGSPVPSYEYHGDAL
TMEM16A inh = inhibitors of mouse TMEM16A calcium-activated chloride channel. 310,000 tested, 1.2% active. Q8BHY3. HEK293 TMEM16A/YFP iodide influx fluorescence, ionomycin. normalized B-score (activity score, 25-100; higher = stronger inhibition) at 10 µM. AID 588511;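 active = ratio plate-corrected score three or more library SD toward inhibition, starting fluorescence score within five deviations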;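 also: score derived from kinetic fluorescence span divided by baseline fluorescence per well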
KCNQ1 block = blocks the human KCNQ1 potassium channel. CHO-K1 KCNQ1, FluxOR thallium flux fluorescence; active compounds read high. B-score at 10 µM. 310,000 tested, 1.3% active. AID 2642;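 active = compounds whose thallium flux B-score, printed positive for inhibition, exceeds three library SD while starting fluorescence stays within three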;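 also: channel opened by potassium depolarization with thallium stimulus after 20 min compound exposure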
* = called active by the depositor; i = inactive; . = no result given.

SMILES | hERG protect | Dyrk1A ADPGlo | TRPC4 PAM | HDAC3 inh | TRPC4 act | KCNK3 inh | KCNQ1 act | KCNK9 inh | TMEM16A act | TMEM16A inh | KCNQ1 block
O=S(=O)(NCCO)c1ccc2c(c1)Cc1cc(S(=O)(=O)NCCO)ccc1-2 | -6 | -1 | i | 2 | i | i | i | i | i | i | i
COc1cc(C(=O)Nc2cc3c(cc2N2CCCCC2)n(C)c(=O)n3C)cc(OC)c1OC | -7 | 1 | i | 0 | i | i | i | -20* | i | i | i
COc1cccc2sc(N(C)c3ccccc3)nc12 | -8 | 5 | i | 8 | i | i | i | i | i | i | i
Cc1ccc(Nc2ncnc3c2cnn3C)cc1 | -3 | 31 | i | 1 | i | i | i | i | i | i | i
Cc1c(Cl)c([N+](=O)[O-])nn1Cc1ccc(C(=O)N/N=C\c2ccccn2)o1 | . | 10 | . | 0 | . | i | . | . | i | i | .
O=S(=O)(c1ccc2ccccc2c1)N1CCN(C2Cc3ccccc3C2)CC1 | -2 | -6 | i | -9 | i | i | i | i | i | i | i
Cc1oc(-c2cccs2)nc1CSCC(=O)NC1CC1 | -4 | -6 | i | -3 | i | i | i | i | i | i | i
COc1ccc(C2CC(c3ccccc3)=NN2C(=O)CCCC(=O)O)cc1 (centres undefined) | -2 | 1 | i | 11 | i | i | i | i | i | i | i
CSc1ccccc1C(=O)NCC(c1ccco1)N1CCCCC1 (centres undefined) | -1 | -4 | i | -8 | i | i | i | i | i | i | i
S=C(NCC(c1cccnc1)N1CCOCC1)NC1CCCCC1 (centres undefined) | -6 | -8 | i | -7 | i | i | i | i | i | i | i

Ordered by length of the SMILES (high to low): part of the list above.
SMILES | hERG protect | Dyrk1A ADPGlo | TRPC4 PAM | HDAC3 inh | TRPC4 act | KCNK3 inh | KCNQ1 act | KCNK9 inh | TMEM16A act | TMEM16A inh | KCNQ1 block
O=S(=O)(NCCO)c1ccc2c(c1)Cc1cc(S(=O)(=O)NCCO)ccc1-2 | -6 | -1 | i | 2 | i | i | i | i | i | i | i
S=C(NCC(c1cccnc1)N1CCOCC1)NC1CCCCC1 (centres undefined) | -6 | -8 | i | -7 | i | i | i | i | i | i | i
Cc1ccc(Nc2ncnc3c2cnn3C)cc1 | -3 | 31 | i | 1 | i | i | i | i | i | i | i

Next records.
SMILES | hERG protect | Dyrk1A ADPGlo | TRPC4 PAM | HDAC3 inh | TRPC4 act | KCNK3 inh | KCNQ1 act | KCNK9 inh | TMEM16A act | TMEM16A inh | KCNQ1 block
Cc1cc(C)cc(NC(=O)c2cc(S(=O)(=O)NCc3ccco3)ccc2F)c1 | -17 | 2 | i | 0 | i | i | i | i | i | i | i
Cc1cc(C(=O)Cn2ncc(Cl)c(Cl)c2=O)c(C)n1CC(F)(F)F | -15 | 2 | i | 3 | i | i | i | i | i | i | i
COc1cc(C(C2=C(O)CC(C)(C)CC2=O)C2C(=O)CC(C)(C)CC2=O)cc(OC)c1OC (centres undefined) | -5 | -4 | i | -1 | i | i | i | i | i | i | i
COc1ccc(S(=O)(=O)n2c([N+](=O)[O-])cnc2C)c(C)c1C | -9 | 2 | i | 0 | i | i | i | i | i | i | i
O=C(CSc1nncn1-c1ccccc1)NC1CCCc2ccccc21 (centres undefined) | -3 | -6 | i | -3 | i | i | i | i | i | i | i
Cc1ccc(-c2nc(C(Cl)Cl)c3ccccc3n2)cc1 | -10 | -3 | i | 6 | i | -9.2* | i | i | i | i | i
O=C(O)CCC(=O)NCc1ccc(F)cc1 | -2 | 0 | i | 2 | i | i | i | i | i | i | i
CCN(CC)S(=O)(=O)c1cccc(C(=O)NC(Cc2c[nH]c3ccccc23)c2nnc3n2CCCCC3)c1 (centres undefined) | -7 | 3 | i | 8 | i | i | i | i | i | i | i
O=S(=O)([N-]c1nc2ccccc2nc1-[n+]1ccc(Cc2ccccc2)cc1)c1ccc(Br)s1 | -10 | . | i | 2 | i | i | i | i | i | i | i
CC(/C=N/NC(=O)c1nn(C)c(C)c1Br)=C\c1ccccc1 | -8 | 4 | i | 3 | i | i | i | i | i | i | i
CN1CCN(C(=O)Nc2cccc3ccccc23)CC1 | -8 | -4 | i | -2 | i | i | i | i | i | i | i
Cc1cc2c(c(=O)o1)C(CCC1CCCCC1)C(C#N)=C(N)O2 (centres undefined) | -13 | . | i | 6 | i | i | i | i | i | i | i
CC(=O)Nc1sc2c(c1C(c1ccccn1)N1CCCC1)CCCC2 (centres undefined) | -4 | . | i | 4 | i | i | i | i | i | i | i
C/C(=N/OC(=O)c1ccccc1Br)c1ccc(C)cc1 | -11 | -4 | i | 10 | i | i | i | -12* | i | 25* | i
CSc1ccccc1NC(=O)CN(C)C(=O)Cc1c[nH]c2ccccc12 | -6 | . | i | -3 | i | i | i | i | i | i | i
Cc1nn(CCCC(=O)NCc2ccccc2)c(C)c1[N+](=O)[O-] | -10 | 3 | i | -6 | i | i | i | i | i | i | i
Cn1c(=O)c2c(nc(NCCCN3CCOCC3)n2Cc2ccc(Cl)cc2)n(C)c1=O | -2 | -2 | i | -5 | i | i | i | i | i | i | i
Cc1cc(NC(=O)CCN2CCC(C)CC2)ccc1Br | -3 | 9 | i | 3 | i | i | i | i | i | i | i
CCNC(=S)NN(c1ccccc1)c1ccccc1 | -11 | 6 | i | 2 | i | i | i | i | i | i | i
COc1ccc(C)cc1S(=O)(=O)N1CCC(C(=O)NC2CCCC2)CC1 | -8 | 11 | i | -11 | i | i | i | i | i | i | i
Cc1cccnc1NC(=O)/C=C/c1ccc2c(c1)OCO2 | -6 | 18 | i | 7 | i | i | i | i | i | i | i
O=C(Nc1nc(-c2ccccn2)cs1)c1ccc(Cl)s1 | -3 | 0 | i | -4 | i | i | i | i | i | i | i
Cc1ccccc1NC(=O)c1ccc(F)c(S(=O)(=O)NCC2CCCO2)c1 (centres undefined) | -3 | . | i | -4 | i | i | i | i | i | i | i
Cc1nn(-c2ccccc2)c(Cl)c1C(=O)OCC(=O)NCCc1ccccc1 | -12 | -1 | i | -3 | i | i | i | i | i | i | i
COCCn1c(SCc2csc(-c3ccccc3)n2)nc2ccccc21 | -11 | -2 | i | 1 | i | i | i | i | i | 100* | i
Cc1ccc(NS(=O)(=O)c2cccc3cccnc23)c(Br)c1 | -3 | -5 | i | -1 | i | i | i | i | i | i | i
O=C(Nc1ccc(Cl)cc1)Nc1nnc(SCc2ccc(Cl)cc2)s1 | -4 | 1 | i | -1 | i | i | i | i | i | i | i
Cc1ccc(OCC(=O)Nn2c(C)nc3ccccc3c2=O)c(C(C)C)c1 | 0 | 11 | i | 11 | i | i | i | i | i | i | i
COc1cc(OC)c(C(=O)OC(C)C(=O)Nc2cc(C(F)(F)F)ccc2Cl)cc1OC (centres undefined) | -6 | 4 | i | 0 | i | i | i | i | i | i | i
CCOC(=O)c1sc(=S)n(-c2ccccc2)c1N(C(C)=O)C(C)=O | -7 | 0 | i | 3 | i | i | i | i | i | i | i
Cc1sc(NC(=O)CN(C(=O)c2ccccc2F)C2CCCC2)c(C(N)=O)c1C | -5 | 15 | i | 4 | i | i | i | i | i | i | i
CCN1CCN(c2nc3c(c(=O)[nH]c(=O)n3C)n2CCCc2ccccc2)CC1 | -6 | 4 | i | 1 | i | i | i | i | i | i | i
Cn1ccnc1C(=O)c1ccccc1Cl | -5 | 2 | i | 1 | i | i | i | i | i | i | i
COc1ccc(C)cc1NC(=O)C(=O)NNC(=O)COc1ccc(Cl)cc1 | 88* | 1 | i | 5 | i | i | 59* | i | i | i | i
O=C1Nc2ccccc2C1(O)Cc1ccncc1 (centres undefined) | -5 | 1 | i | -1 | i | i | i | i | i | i | i
CS(=O)(=O)c1ccc2nc(NC(=O)c3ccccc3)sc2c1 | -8 | 9 | i | -11 | i | i | i | i | i | i | i
O=C(C1CCCCC1)N1CCN=C1SCc1cccc([N+](=O)[O-])c1 | -8 | -6 | i | -7 | i | i | i | i | i | i | i
O=C(c1cc(-c2ccc(Br)cc2)n[nH]1)N1CCN(C(=O)c2ccccc2Br)CC1 | -16 | -2 | i | 8 | i | i | i | i | i | i | i
Cc1cc(NC(=O)c2cc(-c3ccc(C)s3)nc3ccccc23)no1 | -11 | 6 | i | -3 | i | i | i | i | i | i | i
COc1cc(C2CC(=O)c3c([nH]c(C(=O)OCCOC(C)C)c3C)C2)cc(OC)c1OC (centres undefined) | -30 | 8 | i | 4 | i | i | i | i | i | 100* | i
CCOC(=O)c1sc(N(Cc2ccccc2)C(=O)CSc2ncn[nH]2)nc1C | -6 | -2 | i | 6 | i | i | i | i | i | i | i
CC(=O)c1ccc(NS(=O)(=O)Cc2ccc(Cl)cc2)cc1 | -10 | -7 | i | 7 | i | i | i | i | i | i | i
O=C1C2CCCN2C(c2ccc(F)cc2)N1c1nccs1 (centres undefined) | -10 | 0 | i | -11 | i | i | i | i | i | i | i
CCC(=O)N/N=C(\C)CC(=O)Nc1ccccc1-c1ccccc1 | -3 | -5 | i | -2 | i | i | i | i | i | i | i
CCOc1ccccc1NC(=O)CSC1=NN2CCCC(=O)N=C2S1 | -8 | -4 | i | 5 | i | i | i | i | i | i | i
COc1ccc(/C=N\NC(=O)c2ccccc2)cc1COc1ccccc1 | -9 | 1 | i | 3 | i | i | i | i | i | i | i
O=C(Nc1cccnc1)Nc1ccccc1Cl | -10 | 7 | i | 2 | i | i | i | i | i | 100* | i
COc1ccc(S(=O)(=O)NCC(c2ccc(C)cc2)N2CCN(C)CC2)cc1 (centres undefined) | -13 | -1 | i | 0 | i | i | i | i | i | i | i
O=[N+]([O-])c1cc([N+](=O)[O-])c2nonc2c1Nc1ccc(O)cc1 | -2 | 2 | i | 8 | i | i | i | i | i | i | i
O=C(CSc1nnc2ccc(-c3cccnc3)nn12)Nc1ccc(F)cc1F | -11 | -3 | i | -4 | i | i | i | i | i | i | i

Following part:
SMILES | hERG protect | Dyrk1A ADPGlo | TRPC4 PAM | HDAC3 inh | TRPC4 act | KCNK3 inh | KCNQ1 act | KCNK9 inh | TMEM16A act | TMEM16A inh | KCNQ1 block
CCCNC(=O)CS(=O)(=O)Cc1nc(-c2cccc(OC)c2)oc1C | -10 | 1 | i | . | i | i | i | i | i | i | i
Cn1c(-c2ccccc2)c[n+]2c1-c1ccccc1C2 | -18 | 4 | i | -13 | i | i | i | i | i | i | i
CC(C)(C)c1ccc(/C=C/C(=O)N2CCN(c3ncccn3)CC2)cc1 | -4 | -1 | i | -2 | i | i | i | i | i | i | i
COc1ccc(-n2nc(C(=O)NCC(=O)N3CCN(c4ccc(F)cc4)CC3)c3ccccc3c2=O)c(OC)c1 | -5 | 9 | i | 5 | i | i | i | i | i | i | i

These rows are one share of the data; the hit share may differ from the screen's.
